Hck Nef HTS: inhibitors of Nef-activated human Hck kinase, primary screen, biochemical, Z-Lyte FRET, 384-well, Hck-YEEI; AID 463187, 2010; Recombinant Hck-YEEI plus Nef, Z-Lyte FRET kinase assay; actives 0.68% (n = 220,000); Tyrosine-protein kinase HCK (Homo sapiens), P08631; inhibition, % at 20 µM;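 active = Hck-Nef kinase inhibition above about 50%, limit read from the data; inactive = inhibition below that limit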;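 also: 0% = DMSO with Hck plus Nef and 100% = Hck alone without Nef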
FXIIa inh 1536: human FXIIa protease inhibitors, primary screen, biochemical, 1536-well; purified FXIIa, Boc-QGR-AMC fluorogenic substrate, 2 h; inhibition, % at 5 µM; actives 0.3% (n = 220,000); in the data active = inhibition above about 40%;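 also: 0% = enzyme with no compound and 100% = blank without enzyme; many of its hits are not listed in these tables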
Target sequence (P00748 20-372 limits assumed): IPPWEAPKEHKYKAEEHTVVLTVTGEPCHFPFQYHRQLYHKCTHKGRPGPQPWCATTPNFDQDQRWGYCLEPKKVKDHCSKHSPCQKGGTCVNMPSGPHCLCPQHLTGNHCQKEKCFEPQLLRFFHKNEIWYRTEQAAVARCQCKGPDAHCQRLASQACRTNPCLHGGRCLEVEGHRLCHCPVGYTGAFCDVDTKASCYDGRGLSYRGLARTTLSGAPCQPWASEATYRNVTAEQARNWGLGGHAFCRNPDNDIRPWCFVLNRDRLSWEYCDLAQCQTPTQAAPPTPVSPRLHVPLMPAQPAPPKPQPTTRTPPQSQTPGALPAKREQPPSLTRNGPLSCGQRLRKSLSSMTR
Target sequence (P00748 373-615 limits assumed): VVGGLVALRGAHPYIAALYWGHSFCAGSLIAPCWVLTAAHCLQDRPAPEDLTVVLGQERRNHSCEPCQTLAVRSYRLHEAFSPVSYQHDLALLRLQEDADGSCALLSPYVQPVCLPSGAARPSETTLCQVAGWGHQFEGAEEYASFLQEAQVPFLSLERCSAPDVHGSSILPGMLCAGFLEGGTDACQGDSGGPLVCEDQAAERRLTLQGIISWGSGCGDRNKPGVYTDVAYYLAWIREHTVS
KLK5 inh: human KLK5 protease inhibitors, primary screen, biochemical, 1536-well | Kallikrein-5 (Homo sapiens), Q9Y337 | recombinant hK5, fluorogenic AMC substrate cleavage | inhibition, % at 5 µM | actives 0.59% (n = 210,000) | AID 873, 2007;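 active = inhibition of 40% or more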;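 also: 0% = enzyme controls without compound and 100% = no-enzyme blanks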
Target sequence (Q9Y337 67-293 limits assumed): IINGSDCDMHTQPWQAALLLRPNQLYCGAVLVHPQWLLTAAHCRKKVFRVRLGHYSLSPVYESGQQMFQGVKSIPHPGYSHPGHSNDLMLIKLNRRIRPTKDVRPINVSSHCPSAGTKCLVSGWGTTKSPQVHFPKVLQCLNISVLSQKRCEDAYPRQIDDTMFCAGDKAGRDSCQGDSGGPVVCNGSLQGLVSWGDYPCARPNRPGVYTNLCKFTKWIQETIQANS
Thrombin inh: human alpha-thrombin inhibitors, primary screen, counter-screen for coagulation protease inhibitor project, biochemical, 1536-well, fluorogenic AMC substrate. Boc-VPR-AMC fluorogenic substrate cleavage. Prothrombin (Homo sapiens), P00734. actives 0.26% (n = 220,000). inhibition, % at 5 µM;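 active = inhibition at or above 40%; inactive = inhibition below 40%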;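 also: 0% = enzyme with no compound and 100% = wells without enzyme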
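Test system: human alpha-thrombin; medium: pH 7.5 Tris-saline with Tween 20; times: reaction at room temperature; signal: AMC fluorescence at 355 nm excitation and 460 nm emission; also added: Boc-VPR-AMC substrate, 15 µM final; dosing: one concentration per compound, 5 µM, with 0.2% DMSO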
FXIa inh 1536: human FXIa protease inhibitors, primary screen, biochemical, 1536-well | Coagulation factor XI (Homo sapiens), P03951 | purified FXIa, Boc-Glu-Ala-Arg-AMC fluorogenic substrate | inhibition, % at 5 µM | actives 0.14% (n = 220,000);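 active = inhibition of at least 40%; inactive = inhibition below 40%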;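 also: fluorescence of freed AMC excited at 355 nm; 0% = enzyme without compound and 100% = no enzyme blank; many of its hits are not listed in these tables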
Wee1 degr inh: Wee1 degradation inhibitors, primary screen, cell-based, HeLa, Wee1K328M-luciferase, luminescence; Wee1-like protein kinase (Homo sapiens), P30291; actives 1.2% (n = 220,000); reporter increase, % at 5 µM; HeLa Luc-Wee1K328M stability; 100% = proteasome inhibitor MG132 effect;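 active = activation above the mean of all tested compounds plus 3 SD, set per screening run, cut at about 8.8% in these data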;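 also: cells exposed to compound for 20 h before luminescence read; 0% = DMSO alone and 100% = MG132 at 30 µM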
Runt-SMMHC FRET: inhibitors of RUNX1 Runt–CBFb-SMMHC binding, primary screen, biochemical, FRET, Cerulean-Runt, Venus-CBFb-SMMHC, uHTS | Cerulean-Runt/Venus-CBFb-SMMHC FRET ratio 530/480, 1 h | inhibition, % at 20 µM | actives 0.74% (n = 220,000);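 active = mean inhibition across duplicate retests at 20 µM reaching about 50%, limit read from the data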;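 also: 0% = DMSO wells and 100% = wells with excess untagged CBFb-SMMHC; inhibitors lower the FRET ratio by blocking Runt binding to CBFb-SMMHC; some results filed as inactive read as strong as hits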
Runt-CBFb FRET: inhibitors of RUNX1 Runt–CBFb binding, primary screen, biochemical, FRET, Cerulean-Runt, Venus-CBFb, uHTS; Cerulean-Runt/Venus-CBFb FRET ratio 530/480, 1 h; actives 0.46% (n = 220,000); inhibition, % at 20 µM; AID 1496, 2009;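 active = inhibition over about 50% at 20 µM in the single-dose screen, limit read from the data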;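 also: 0% = DMSO wells and 100% = excess unlabeled CBFb competitor control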
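Reagent – Venus-CBFb binding partner, 100 nM · Assay system – Cerulean-tagged RUNX1 Runt domain (FRET donor) fusion protein · Input – 100 nM per protein · Incubation – two 1 h room-temperature incubations shielded from light · Measured by – FRET fluorescence · Medium – Tris buffer pH 7.5 with salts and BSA · Benchmarks – unlabeled CBFb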
14-3-3 Bad inh: inhibitors of 14-3-3 zeta/Bad binding, primary screen, biochemical, TR-FRET, bovine 14-3-3 zeta; TR-FRET 14-3-3zeta/Dy647-pBad peptide displacement, 1 h; actives 0.71% (n = 220,000); inhibition, % at 21.7 µM; 14-3-3 protein zeta/delta (Bos taurus), P63103;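 active = inhibition above about 70%, limit read from the data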;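 also: 0% = full 14-3-3 plus peptide FRET controls and 100% = background without 14-3-3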
Active calls of the source: *; x = not tested or not shown; [ ] = dose if it differs, or a comment. Not a hit list, and some 4.2% of all compounds hit somewhere here.

SMILES,Runt-CBFb FRET,Wee1 degr inh,KLK5 inh,FXIa inh 1536,FXIIa inh 1536,Hck Nef HTS,14-3-3 Bad inh,Runt-SMMHC FRET,Thrombin inh
Cc1ccc(S(=O)(=O)N/N=C/c2cccs2)cc1,0,-5,-15,7,-1,-17,2,1,3
CCCCC(=O)NNC(=O)CC(=O)Nc1ccccc1C(=O)O,0,5,14,-9,-1,5,4,-1,-7
Cc1ccc(OCC(=O)OC2CCS(=O)(=O)C2)cc1 (stereo not drawn),2,-1,-20,-2,3,1,-13,-2,-2
S=c1[nH]nc(-c2cc(-c3ccccc3)n[nH]2)n1/N=C/C(Br)=C/c1ccccc1,11,8,23,-1,10,25,-7,7,0
CCOC(=O)C1=C(O)C(=O)N(C2CCCCC2)C1,3,0,-1,-5,2,5,2,3,-3
CC(Sc1nc(-c2ccccc2)cc(C(F)(F)F)n1)C(=O)N1CCC(C(N)=O)CC1 (stereo not drawn),-3,1,13,4,8,1,11,1,1
C=CCOc1ccc(/C(O)=C2\C(=O)C(=O)N(CCCOC)C2c2ccc(O)c(OC)c2)cc1 (stereo not drawn),-1,-2,-1,5,1,0,39,-2,-5
N#CCCn1nnc(-c2ccccc2F)n1,1,-1,7,-4,0,12,-6[fluorescence artefact?],0,0
O=C(Nc1ccc(Cl)c([N+](=O)[O-])c1)C(NCCCO)c1ccccc1 (stereo not drawn),0,2,-11,1,11,4,-10,1,-6
CC(=O)Nc1ccc(S(=O)(=O)Nc2nc3ccccc3nc2N2CCc3ccccc3C2)cc1,1,-2,-10,4,16,2,-17[fluorescence artefact?],-3,2
Cc1c(-c2ccc(/C=N/NC(=O)C(=O)Nc3ccccc3F)o2)cccc1[N+](=O)[O-],-54,-2,6,4,16,20,1,-181,4
O=C(c1ccco1)N(Cc1ccccc1)Cc1ccccn1,2,8,22,7,13,11,7,1,24
NNC(=O)c1ccc(COCC(F)(F)F)cc1,2,-3,17,-6,1,4,-2,-1,-6
O=C(ONC1=NCCCCC1)c1ccc([N+](=O)[O-])cc1,-2,1,0,-4,4,20,11,4,-14
Cc1c(C(=O)NCC2CCCO2)oc2ccc(S(=O)(=O)N3CC(C)CC(C)C3)cc12 (stereo not drawn),-11,-1,-26,-3,3,14,1,-3,-9
CCOC(=O)c1cc(CC)sc1NC(=O)COc1ccc2c(C)cc(=O)oc2c1,-3,1,-11,0,7,55*,17,1,-6
O=C(Nc1ccc2c(c1)OCO2)C1CCN(C(=O)c2ccc(Cl)cc2)CC1,2,-1,1,22,6,19,-9,-3,-5
Cc1ccc(S(=O)(=O)N(C)C)cc1-n1c(SCC(=O)N(C)C)nc2ccccc2c1=O,-2,-2,5,3,10,-19,10,0,-1
CCSc1nnc(NC(=O)C2CCN(S(=O)(=O)c3c(C)c(C)cc(C)c3C)CC2)s1,-1,2,-9,6,9,-1,-10,-1,-7
COc1cc2c(C(=O)N3CCN(c4cccc(Cl)c4)CC3)cn(CC(C)C)c(=O)c2cc1OC,-9,1,-26,-12,13,3,-13,-5,1
Cc1cc(N2CCCCC2)nc2ccccc12,0,2,3,-4,3,22,25,0,-8
O=S(=O)(c1ccc(F)cc1F)N1CCCN(c2ccc(C(F)(F)F)cn2)CC1,-3,-1,-8,4,6,-11,0,2,-6
Cc1ccc(S(=O)(=O)N2CCN(c3cc4c(cc3[N+](=O)[O-])n(C)c(=O)n4C)CC2)cc1,-10,0,4,-3,6,1,4[fluorescence artefact?],-7,0
O=C(/C=C/c1cccs1)NCc1ccccc1,-2,0,9,0,1,24,-6,1,-4
CCc1ccccc1NC(=O)CN1C(=O)C2CCCN2c2ncc(Cl)cc21 (stereo not drawn),0,0,-1,3,12,-2,3,-2,-2
CCOc1ccccc1OCCOc1ccc(F)cc1,-4,-3,1,-5,-2,2,-2,2,-2
O=C(CSc1nc2[nH]ncc2c(=O)n1-c1ccccc1)N1CCCc2ccccc21,x,-1,-4,21,27,1,2,1,3
C(#Cc1ccccc1)C[N+]1(CC#Cc2cccc3ccccc23)CCCC1,-2,-5,13,7,10,-1,12,0,0
O=C(Nc1cccc(Cl)c1)Nc1ccccc1-n1ccnc1,2,-2,x,2,10,2,-7,-2,0
O=C(NNC(=S)Nc1ccc(OC(F)F)cc1)c1cc2c(s1)CCCC2,4,-1,-46,5,13,2,-10,-3,-6
CCCC1=C(C(=O)OCC)C(c2ccncc2)n2ncnc2N1 (stereo not drawn),0,1,-1,-2,6,-1,0,-2,-3
O=C(N/N=C/c1cc(Br)ccc1O)C(c1ccncc1)N1CCOCC1 (stereo not drawn),-3,2,-13,14,17,7,-4,-6,-3
CC(NC(=O)Cn1cc2c(n1)CCCCC2)c1ccccc1 (stereo not drawn),1,-2,-5,-3,4,-4,7[fluorescence artefact?],0,-5
CCOc1ccccc1C(=O)NCCCCCC(=O)O,1,0,-19,-3,10,-3,4[fluorescence artefact?],5,-3
CCCCCOc1ccc(NC(=O)C(=O)NCCCn2ccnc2)cc1,-2,7,-42,4,12,3,7,-2,3
COc1ccc(-c2cc(C(=O)NC3CCCC3)no2)cc1OC,-1,-3,3,8,19,1,3,3,4
O=c1[nH]c(CSc2ncnc3sccc23)nc2ccccc12,0,-2,-3,-4,2,15,4,0,-6
O=C(O)c1c(-c2ccccc2)c2oc3ccccc3c2[nH]c1=O,7,0,1,3,10,20,2,5,4
CCOc1ccc(C(=O)NCC(C)CN(C)C)cc1OCC (stereo not drawn),2,-1,-3,5,-1,-21,-9,1,-8
O=C(O)c1cc(N2N=C(C(F)(F)F)/C(=C/C=C/c3ccco3)C2=O)ccc1Cl,53*,-4,-14,-3,10,97*,27,39,-7
Cc1cc(=O)[nH]c(SCC(=O)Nc2ccccc2[N+](=O)[O-])n1,-1,2,-7,-6,2,6,-11,3,-9
O=C(NCc1ccco1)c1ccc(F)c(S(=O)(=O)N2CCCCC2)c1,1,1,24,11,13,-2,5,1,11
O=S(=O)(c1ccc(Sc2nnc3ccccn23)nc1)N1CCOCC1,0,-1,1,-4,5,-1,-1,-2,-5
CCOC(=O)c1sc2nc(-c3ccccc3)ccc2c1N,5,11*,-11,0,6,0,2[fluorescence artefact?],20,-1
Cc1cnc(C(=O)Nc2cccc3cccnc23)cn1,-1,1,-45,2,15,-1,8,4,4
CCn1c(C)cc(/C=C2/SC(=S)N(CC(=O)O)C2=O)c1C,-5,-2,3,2,15,-42,1,35,-2
O=C(NC(=S)Nc1ccc2ncccc2c1)c1ccccc1,9,6,6,-1,8,-1,-6,-1,-3
O=C(NC1=NCCS1)NC12CC3CC(CC(C3)C1)C2,-1,-1,-10,-9,-8,2,-10,0,1
Cc1cccc(C(=O)NC(C)C(c2cccs2)N2CCOCC2)c1 (stereo not drawn),1,-4,-5,-4,3,12,-5,1,-6
O=C(Nc1nnc(C2=COCCO2)o1)c1ccc(S(=O)(=O)N2CCCCC2)cc1,0,-1,-29,-4,3,4,-13,-1,-1
COC(=O)CN1C(C)=Nc2ccc(C)cc2C1c1ccccc1 (stereo not drawn),-4,2,-5,-7,0,15,-3,-9,-9
O=C(N/N=C/c1cccnc1)c1cccc(N2CCCC2=O)c1,-1,8,-3,-2,1,4,-13,5,-3
C/C(CC(C)C)=N/Nc1ccc([N+](=O)[O-])cc1[N+](=O)[O-],-6,2,7,3,10,8,3,-4,-2
OCCCNc1nc(-c2ccccc2)nc2c1oc1ccccc12,-2,1,0,-2,2,12,7,1,-4
CCOc1cc(/C=N\Nc2nc(Nc3ccccc3)nc(N3CCOCC3)n2)ccc1OC(=O)c1ccco1,0,-1,0,2,5,0,4[fluorescence artefact?],3,-8
CCn1ncc(CN2CCCC(C(=O)c3cccc(OC(C)C)c3)C2)c1C (stereo not drawn),0,3,x,1,7,0,-4,0,0
COc1ccccc1C(=O)Nc1ccc(C(=O)O)cc1,0,-1,-6,1,6,-2,-18,-4,2
Cc1ccc(Cl)cc1NC1=C/C(=N\S(=O)(=O)c2cccs2)c2ccccc2C1=O,2,0,-18,-11,10,24,4,0,-1
C=CCn1c(C(c2ccccc2)c2ccccc2)n[nH]c1=S,15,-2,-11,7,15,7,-7[fluorescence artefact?],19,-2
COc1ccc(CCNC(=O)CCn2c(=O)oc3ccccc32)cc1OC,-2,-1,-9,-5,8,-5,2,2,-4

High-throughput results as filed in PubChem BioAssay.
